# Screening results as filed in PubChem.
# Cardio protect – protects H9c2 cardiomyocytes from peroxide injury. H2O2 injury protection, ATPLite, 2 h. protection from H2O2 cell death, % at 20 µM. hit rate 0.63% among 360,000. AID 588492;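 active = compounds giving at least 50% protection of heart cells from peroxide-induced death in the single-dose screen, raw or plate-pattern-corrected value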;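 note: 0% = DMSO wells with peroxide and 100% = DMSO wells without peroxide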
# ABHD5-PLIN5 inh – blocks binding of human ABHD5 to perilipin-5. Q00G26+Q8WTS1. Split G. princeps luciferase complementation, luminescence, 4 h. inhibition, % at 4 µM. hit rate 0.78% among 360,000. AID 602281;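 active = inhibition above the mean inhibition across every tested compound plus 3 SD, cut at about 22% in these data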;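 note: 0% = DMSO only wells and the 100% control is not disclosed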
# CaV13 ICDI inh – Disruptors of the CACNA1D IQ motif to Ca2+-dependent inactivation inhibitor domain association, primary screening, Förster resonance energy transfer in intact living …. HEK cells, CFP/YFP FRET ICDI-IQ, plate reader, 10 min; percent FRET-ratio fall versus neutral wells. inhibition, % at 12.3 µM. hit rate 0.098% among 340,000. AID 743397;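 active = mean replicate inhibition of at least 30% and at least 1% of replicates passing that level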;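 note: 0% = median of the neutral control wells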
# ABCB6 inh MLPCN – blocks the human ABCB6 transporter; Q9NP58; K562-ABCB6 porphyrin accumulation, flow cytometry, 1 h; hits give low values; fluorescence ratio to DMSO, % at 10 µM; hit rate 0.19% among 360,000;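 active = fluorescence ratio to DMSO below 75%, the collection mean minus 3 SD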;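 note: signal is porphyrin accumulated inside mitochondria; 100% equals median channel fluorescence of DMSO control wells; lower ratio means ABCB6 inhibition with less porphyrin fluorescence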
# m5-HT2A agonist – activates the mouse 5-HT2A serotonin receptor. hit rate 0.66% among 360,000. activation, % at 7.6 µM. CHO-K1 mHTR2A beta-arrestin complementation, luminescence; percent of 30 µM serotonin response;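 active = activation above a run cutoff, the mean activation of all tested compounds plus 3 SD, cut at about 14% in these data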;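 note: 0% = plate median of compound wells and 100% = 30 µM serotonin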
# Target sequence (P35363 whole entry, looked up): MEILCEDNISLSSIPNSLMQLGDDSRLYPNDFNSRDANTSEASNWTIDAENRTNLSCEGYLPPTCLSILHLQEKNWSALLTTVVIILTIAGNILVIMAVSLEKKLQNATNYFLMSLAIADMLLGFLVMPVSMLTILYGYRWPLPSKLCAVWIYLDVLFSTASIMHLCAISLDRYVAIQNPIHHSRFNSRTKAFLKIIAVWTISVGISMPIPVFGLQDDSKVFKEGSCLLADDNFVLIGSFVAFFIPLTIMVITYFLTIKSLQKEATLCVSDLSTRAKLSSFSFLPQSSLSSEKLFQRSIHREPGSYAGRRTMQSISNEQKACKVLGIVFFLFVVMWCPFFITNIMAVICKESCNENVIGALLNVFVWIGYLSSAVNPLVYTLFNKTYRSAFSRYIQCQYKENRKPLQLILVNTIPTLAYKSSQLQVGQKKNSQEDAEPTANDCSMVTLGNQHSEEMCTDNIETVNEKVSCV
# MC4R antagonist – human MC4R antagonism in cAMP assay. hit rate 0.48% among 360,000. P32245. inhibition, % at 6.5 µM. MC4R-expressing cells, MTII-stimulated cAMP, LANCE TR-FRET. AID 540295;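 active = inhibition above its plate's cutoff, the mean of tested wells on that plate plus 3 SD, cut at about 29% in these data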;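 note: 0% = Melanotan II alone and 100% = Melanotan II plus saturating MCL0020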
# Target sequence (P32245 whole entry, looked up): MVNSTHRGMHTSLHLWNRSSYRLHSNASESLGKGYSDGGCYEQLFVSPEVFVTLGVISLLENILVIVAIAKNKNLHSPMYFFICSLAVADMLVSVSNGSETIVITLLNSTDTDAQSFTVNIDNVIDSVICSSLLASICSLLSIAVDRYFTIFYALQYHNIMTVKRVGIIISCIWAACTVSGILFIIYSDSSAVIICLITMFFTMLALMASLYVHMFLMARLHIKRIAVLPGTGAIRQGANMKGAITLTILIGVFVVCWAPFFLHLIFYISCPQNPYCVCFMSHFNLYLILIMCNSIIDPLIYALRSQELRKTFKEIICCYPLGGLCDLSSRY
#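 Assay system: U2OS cells stably expressing human melanocortin 4 receptor (MC4R) / Dosing: 6.5 µM / Timing: compound 30 min, challenge 1 h, detection 1 h / Measured by: Eu-cAMP/anti-cAMP TR-FRET, emission 671 nm / Replicates: singlicate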
# Granule exo inh – blocks lytic granule exocytosis | hit rate 0.66% among 360,000 | TALL-104 LAMP-1 surface exposure, flow cytometry; cells stimulated with thapsigargin and PMA | inhibition, % at 10 µM;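 active = inhibition above about 55%, limit read from the data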
# MC4R barr agon – human MC4R agonism via beta-arrestin | P32245 | U2OS MC4R beta-arrestin complementation, luminescence; percent of melanotan II response, DMSO zero | activation, % at 8.9 µM | hit rate 0.98% among 360,000;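 active = activation above a per-plate cutoff, the mean activation of sample wells on that plate plus 3 SD, cut at about 8% in these data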
# Glyco luc inh – blocks N-linked glycosylation in D54 reporter cells; D54 ERlucT glycosylation luciferase reporter, 24 h; percent of 100 nM tunicamycin response; reporter increase, % at 12.5 µM; hit rate 0.23% among 360,000; AID 588692;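 active = mean luciferase reporter signal, scaled so untreated is 0 and the glycosylation-blocking control 100, at or above a set limit in every replicate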;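 note: luciferase carries N-glycosylation sites so blocking glycosylation raises the light; 0% = median of neutral control wells and 100% = median of 100 nM tunicamycin wells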
# PDI inh – inhibitors of human protein disulfide isomerase. P07237. PDI insulin aggregation turbidity, A650, 90 min. inhibition, % at 10 µM. hit rate 0.052% among 350,000;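 active = mean inhibition across replicates of 30% or more, whatever share of single replicates reach that level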;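 note: absorbance from insulin aggregation driven by PDI reduction with DTT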
# * marks the source's active call; other numbers are inactive results; . = no result given. Rows were taken by chance; overall some 4.2% were active at least once.
SMILES,Cardio protect,ABHD5-PLIN5 inh,CaV13 ICDI inh,ABCB6 inh MLPCN,m5-HT2A agonist,MC4R antagonist,Granule exo inh,MC4R barr agon,Glyco luc inh,PDI inh
CN(C(=O)CSc1cc(Cl)ccc1Cl)C1CCS(=O)(=O)C1 (configuration not stated),-1,4,-5,100,-2,2,42,-1.8,1,8
Cc1cccc(N2CCN(S(=O)(=O)c3c(C)[nH]c(=O)[nH]c3=O)CC2)c1C,2,0,-5,102,0,19,10,1.9,2,2
CC1(C)Cc2c(c(N3CCOCC3)nc3snc(Br)c23)CO1,13,-14,2,96,0,-6,-1,-2.0,.,-5
CN(C)CCCCOc1ccccc1-c1ccccc1,1,10,-4,100,-1,-3,0,5.5,1,0
Cc1sc2ncn(CC(=O)NCCCC(=O)N3CCN(Cc4ccc5c(c4)OCO5)CC3)c(=O)c2c1C,1,0,-1,89,5,-4,0,-0.8,0,2
Cc1cc(C)c2c(N)c(S(=O)(=O)Cc3ccccc3)sc2n1,-3,1,-6,103,0,0,2,-3.5,0,3
O=C(Nc1ccc2oc(=O)ccc2c1)c1cc([N+](=O)[O-])ccc1N1CCOCC1,3,6,-5,96,1,10,-12,-1.6,1,1
CCN(C[C@H]1N[C@@](Cc2ccccc2)(C(=O)OC)[C@H]2C(=O)N(C)C(=O)[C@@H]12)C(=O)COC,3,2,-3,102,-2,5,-2,-1.2,3,-12
COc1ccc(NC(=O)COC(=O)C2CC(=O)N(Cc3ccc(C)cc3)C2)cc1 (configuration not stated),-1,4,-4,78,-4,10,-7,0.7,3,5
COc1cccc(CNC(=O)Cn2ccc([N+](=O)[O-])n2)c1,4,-6,-19,103,12,14,-7,2.0,0,0
Cc1cc(C)n(CCN(C)c2nc3nonc3nc2NC2CC2)n1,1,0,-5,104,0,10,-1,-3.8,2,0
CCCN=C1N(CC)C[C@@H]2[C@@H]3C(=O)N(C)C(=O)[C@@H]3[C@](CC)(C(=O)OC)N12,14,-1,-3,96,4,1,-2,2.0,4,23
Cc1cccc(C)c1NC(=S)NC(=O)c1ccccc1F,-13,1,-6,95,-1,9,-3,-2.2,1,2
N#C/C(=C/c1ccc(Br)o1)C(N)=O,0,-4,-1,97,1,0,-1,2.3,-4,-16
CN(C)c1ccc2c(c1)C(=NO)c1ccccc1-2,-13,-5,.,102,3,5,2,-0.9,-1,2

# Two records drawn at random from the list so far, as already listed:
SMILES,Cardio protect,ABHD5-PLIN5 inh,CaV13 ICDI inh,ABCB6 inh MLPCN,m5-HT2A agonist,MC4R antagonist,Granule exo inh,MC4R barr agon,Glyco luc inh,PDI inh
Cc1cccc(N2CCN(S(=O)(=O)c3c(C)[nH]c(=O)[nH]c3=O)CC2)c1C,2,0,-5,102,0,19,10,1.9,2,2
CN(C(=O)CSc1cc(Cl)ccc1Cl)C1CCS(=O)(=O)C1 (configuration not stated),-1,4,-5,100,-2,2,42,-1.8,1,8

# More compounds:
SMILES,Cardio protect,ABHD5-PLIN5 inh,CaV13 ICDI inh,ABCB6 inh MLPCN,m5-HT2A agonist,MC4R antagonist,Granule exo inh,MC4R barr agon,Glyco luc inh,PDI inh
O=S(=O)(NC(=NC1CCCC1)C(F)(F)F)c1ccccc1,2,-3,-6,109,-1,-6,0,3.0,3,-4
O=C(CN(Cc1ccccc1)S(=O)(=O)c1ccc2c(c1)OCCO2)N/N=C/c1cccc(Br)c1,-5,-2,-3,99,-3,0,0,0.9,0,16
C[C@@]12C(=O)N(CC3CCCO3)CC(=O)N1[C@@H]1c3ccccc3OC[C@@H]1[C@@H]2c1ccccc1 (some centres not stated),0,-5,-9,95,-5,11,-6,0.0,9,4
NCCCC[C@H](N)c1nnc([C@H](CC(=O)O)NC(=O)C2CCNCC2)o1,0,3,-11,91,8,1,-6,-0.1,3,-9
COc1ccc(-c2csc(NC(=O)CSCC(=O)Nc3cc(C)on3)n2)cc1,0,-3,-2,104,2,10,-3,0.0,3,13
CSCCC(NC(=O)COc1ccccc1)C(=O)Nc1ccc(C)cc1 (configuration not stated),-1,4,-3,101,6,7,0,-0.4,0,0
COc1ccc(/C=C/c2ccc(=O)n(Cc3ccccc3)n2)cc1,-8,-1,5,95,-4,12,0,0.4,-2,-3
CCC(=O)Nc1nc2ccccc2n1Cc1ccccc1C,36,8,-5,94,-4,3,-1,-0.5,2,-3
CC(C)CC(=O)Nc1ccc([N+](=O)[O-])cc1Cl,3,7,-4,89,5,-4,-3,-0.1,0,-4
COc1cc(/C=C2\SC(N)=NC2=O)ccc1OCC(=O)Nc1ccc(C)cc1,10,8,-4,99,-3,0,1,0.5,4,-1
COc1cccc2c1OCC([C@@H]1C[C@H]3CN(Cc4cccc(Cl)c4)C(=O)[C@]34CCCN14)=C2,2,2,-4,92,-5,3,39,-2.0,-1,8
c1ccc(-c2cn(CC3CCCCC3)nn2)cc1,-7,-7,4,98,-1,9,-4,0.4,-4,1
O=C(CSc1ccc(-c2cccnc2)nn1)Nc1ccccc1F,3,-8,-4,90,0,-2,3,2.4,1,0
O=C1CCCN1CC(O)CS(=O)(=O)Cc1ccccc1Cl (configuration not stated),0,2,-20,90,5,8,1,-1.2,1,-3
Cc1c(Cl)ccc(S(=O)(=O)NCCN2CCOCC2)c1Cl,6,4,-3,98,-6,0,0,-2.8,1,2
COC(=O)C1CCCCN1C(=O)c1ccc2oc(Cc3ccccc3)nc2c1 (configuration not stated),-4,2,-7,93,3,5,24,-2.0,-1,-4
CC(=O)Nc1ccc(NC(=O)COC(=O)c2cc(S(=O)(=O)N(C)C)ccc2N2CCCC2)cc1,9,1,-4,99,8,-4,-5,-1.3,1,3
CCOC(=O)NC1(NCC(C)C)Oc2ccccc2O1,8,9,-4,87,5,-1,2,-1.4,-1,0
CNC(=S)NNC(=O)c1oc2nc(-c3ccccc3)cc(-c3ccco3)c2c1N,7,-14,-6,100,1,4,-7,0.2,3,3
O=C(c1ccc2c(c1)CCN2S(=O)(=O)c1ccccc1)N1CCN(c2ccccc2)CC1,-2,8,-15,101,4,-1,-2,-1.0,2,0
CCNC(=O)c1cc2ccccc2o1,4,-1,-12,97,1,0,0,-2.4,1,-1
CCOC(=O)c1cn(-c2nc(-c3ccc(Cl)c(Cl)c3)cs2)c2c(F)c(N3CCOCC3)c(F)cc2c1=O,0,4,-5,95,2,9,1,-1.0,2,-10
C=CCNC(=O)C1COc2ccccc2O1 (configuration not stated),2,-2,-6,98,-1,3,-2,-1.9,3,-4
CCOC(=O)CSc1nc(=O)n2ccc(C)cc2n1,5,-2,-3,94,1,5,-1,-2.6,2,2
Cc1cccc(NC(=O)c2cccnc2)c1,3,-1,-2,108,0,-2,0,-1.0,4,5
COc1cccc(C2NC(=O)c3ccccc3O2)c1OCc1ccccc1F (configuration not stated),-2,-3,3,98,10,13,1,-0.1,4,0
COc1ccc(NC(=O)c2cc3ccccc3o2)cc1,-27,-3,-5,91,-6,-2,-3,4.0,-5,10
O=c1ccc(/C=C/c2ccccc2)nn1Cc1ccc(F)cc1,-5,-1,16,94,-2,10,-3,1.5,0,-4
COc1ccc(NC(=O)C(Sc2nnc(-c3ccncc3)n2-c2ccccc2C)c2ccccc2)cc1Cl (configuration not stated),-7,-1,-4,102,12,-1,-2,1.3,5,-4
O=C(CSc1ncccn1)Nc1ccc(N2CCOCC2)cc1,-7,-4,-7,94,1,-2,2,-1.9,1,16
CNC(=S)NNC(=O)c1cccn(Cc2cccc(Cl)c2)c1=O,0,-1,-4,97,3,2,6,-0.8,2,2
Fc1ccc(NC(=S)N2CCCC(c3ccccc3)=N2)cc1,-2,11,-5,97,1,3,-2,-0.1,-1,-7
Cc1cccc(N2CCN(C(=S)c3ccc(-c4ccccc4[N+](=O)[O-])o3)CC2)c1,6,-11,-3,106,-1,0,6,-3.0,1,-4
Cc1ccc(NC(=O)CN2C(=O)NC(Cc3ccccc3)C2=O)cc1 (configuration not stated),5,-10,-1,99,-2,1,-1,-1.0,1,11
C[C@@H](NC(=O)[C@@H]1Cc2ccccc2CN1C(=O)OC(C)(C)C)C(=O)NCC1CCCO1 (some centres not stated),-3,1,-3,102,-8,-2,-5,-2.2,-1,-1
CC(C)NC(=O)c1ccc(OC2CSC2)cc1,-5,1,-4,94,-1,7,-4,-0.8,1,17
CCCOc1ccc(C(=O)N2CCCc3ccccc32)cc1,-1,-7,-4,95,-3,8,3,-0.7,-3,-8
CC(=O)c1cccc(-c2csc3ncnc(Sc4nnnn4C)c23)c1,-17,5,-10,95,-8,-5,-8,-1.9,-13,-4
CC(C)CC(C(=O)Nn1cnnc1)N1C(=O)c2ccccc2C1=O (configuration not stated),1,-2,.,101,-4,1,2,-1.4,0,0
CO/N=C/c1ccc(Sc2ccccc2N)c([N+](=O)[O-])c1,-25,-1,0,85,-3,11,-4,1.7,0,19
Cc1ccnc(NC(=O)c2cccc3ccccc23)c1,-2,5,-3,91,3,-2,29,3.0,.,15
Cc1c(C#N)c2ccccc2n1CC(=O)NCC1CCCO1 (configuration not stated),12,5,-8,103,-2,6,-5,-0.6,-2,0
CCC(C)[C@H](NC(=O)OC(C)(C)C)c1nnc(SCc2c(C)[nH]c(=O)[nH]c2=O)o1 (some centres not stated),9,-7,-5,109,-2,7,2,-0.8,4,1
C/C(=N/NC(=O)CN1CCN(Cc2ccccc2)CC1)c1ccc([N+](=O)[O-])cc1,-1,1,-4,99,-6,0,-11,-1.8,-2,0
Cc1n[nH]c(=S)n1/N=C/c1ccccc1,3,1,-4,88,0,0,-5,-2.0,5,-18
CN(C)c1ccc(C=Cc2ccnc3c(O)cccc23)cc1,26,12,-9,110,-4,1,3,-2.1,-8,-1
CCOC(=O)N1CCC(N2CCN(S(=O)(=O)c3ccc([N+](=O)[O-])cc3)CC2)CC1,-6,-2,2,95,-1,3,-3,-2.1,-2,-1
COc1ccccc1NC(=O)CSc1nc(N)c(C#N)cc1C#N,-5,0,-5,101,3,-2,-2,-3.6,0,4
O=C(O)c1ccccc1SCc1csc(-c2ccccc2)n1,-1,-3,-4,79,-3,2,-5,0.4,1,-8
CCN(CC(=O)NCc1cccs1)C(=O)CCc1c[nH]c2ccccc12,4,-2,6,96,-2,12,-2,-2.9,0,5
COc1ccc(-n2c(=O)c3ccccc3n(Cc3ccc(F)cc3)c2=O)cc1OC,2,2,-4,91,3,-1,8,-0.4,-1,-1
COc1ccc(CNS(=O)(=O)c2ccc3oc(C(=O)O)c(C)c3c2)cc1,0,-1,-5,96,-1,0,0,-1.2,1,-1
CSc1ccc(CNCc2ccc3c(c2)OCO3)cc1,-6,2,-17,102,-2,11,22,-1.7,-1,-4
CCc1noc(C)c1C(=O)Nc1ccc(F)c(F)c1F,-1,10,-4,97,2,5,-3,-1.7,0,-1
CCOc1cc(/C=C2\C(=O)N(Cc3ccc(C)cc3)C(C)=C2C(=O)OC)ccc1O,-9,23*,.,94,-5,-13,25,-1.9,2,0
C#CCN(C[C@@H]1[C@@H](OC(=O)NCc2ccc(OC)c(OC)c2)[C@@H](OC(=O)NCc2ccc(OC)c(OC)c2)CN(C(=O)OC(C)C)N1C(=O)OC(C)C)S(=O)(=O)c1ccc(C)cc1,1,7,-5,97,-5,-1,-14,1.0,-1,4
